LYP inhibition = PTPN22 lymphoid phosphatase activity blockers – biochemical, fluorescence intensity, uHTS (AID 1779) | recombinant LYP phosphatase, fluorescence intensity; higher % means a stronger effect | inhibition, % at 11.5 µM; hits with a dose series show IC50 in µM | 0.054% of 290,000 active; in the data active = inhibition above about 50%;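 note: plate controls were vehicle with enzyme for no effect and no enzyme for full effect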
P. falciparum M1AAP = malaria alanyl aminopeptidase activity blockers – biochemical, fluorogenic H-Leu-NHMec substrate, 1536-well (AID 1445). recombinant M1AAP, H-Leu-NHMec fluorogenic kinetic assay; higher % means a stronger effect. one-dose inhibition, % at 30 µM; IC50 in µM for titrated hits. 0.42% of 220,000 active;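 active = primary inhibition above the hit cutoff, then over 50% inhibition at one or more dose response concentrations, cut at about 23% in these data, passing the limit was not always enough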;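 note: plate controls were DMSO full reaction for no effect and no enzyme background for full effect; strong numbers were not always called active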
M17LAP inhibition = P. falciparum M17LAP inhibitors, primary screen, biochemical, fluorogenic H-Leu-NHMec substrate, 1536-well (AID 1619). 0.38% of 220,000 active. inhibition, % at 30 µM, or IC50 in µM where a hit was titrated. recombinant M17LAP, H-Leu-NHMec fluorogenic kinetic assay; higher % means a stronger effect;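 active = compound inhibiting the enzyme by more than half at any dose during confirmatory dose-response retesting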;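 note: plate controls were full reaction with DMSO carrier for no effect and no enzyme background for full effect; strong numbers were not always called active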
The depositor's hits bear a star; nt = not tested or not shown.

SMILES	LYP inhibition	P. falciparum M1AAP	M17LAP inhibition
CCCc1ccc2oc(C(=O)N3CCCC3)c(C)c2c1	2%	nt	nt
O=C(O)c1cc(N/N=C/c2c[nH]c3ccccc23)ccc1Cl	-7%	nt	nt
COCCN(C/C=C/c1ccccc1)C/C=C/c1ccccc1	-11%	nt	nt
Cc1ccc(CC(=O)NC2CCN(Cc3ccccc3)CC2)cc1	-8%	nt	nt
Cc1ccc(OCc2cc(C(=O)N3CCCC3)no2)cn1	-10%	nt	nt
CCC(C)(C)NC(=O)C(NS(=O)(=O)c1cccs1)c1ccccc1 (configuration not stated)	-8%	nt	nt
CCOc1cc(NC(=O)c2ccco2)c(OCC)cc1NC(=O)c1ccco1	-10%	nt	nt
COC(=O)c1ccccc1NC(=O)CSc1nnnn1CC(=O)O	-3%	nt	nt
O=C1CN(S(=O)(=O)c2cccc(Cl)c2Cl)c2ccccc2N1	-2%	nt	nt
Clc1ccc(NCc2ccsc2)cc1	-5%	nt	nt
COc1cc(NC(=O)c2cc(-c3ccc4c(c3)OCO4)on2)cc(OC)c1OC	-15%	nt	nt
O=C(O)c1cc(-c2cc(C(=O)O)c3ccccc3n2)nc2ccccc12	-3%	nt	nt
CCCCNC(=O)c1ccccc1SCc1c(C)noc1C	-4%	nt	nt
CCCCC(=O)NC(c1ccccc1Cl)c1ccc2cccnc2c1O (configuration not stated)	-8%	nt	nt
COc1cc(C(=O)N2CCN(Cc3ccccn3)CC2)cc(OC)c1OC	-8%	nt	nt
CCCc1cc2nnc(SCC(=O)N(C)C3CCCCC3)n2c(N)n1	-11%	nt	nt
O=S(=O)(c1ccccc1)N1CCCc2ccccc21	-8%	nt	nt
O=C(CNCc1ccccc1)NC1C2CC3CC(C2)CC1C3 (configuration not stated)	-6%	nt	nt
COc1ccc(Nc2nc(N)c(C(=O)c3ccc(OC)cc3)s2)cc1	-2%	nt	nt
O=C(Nc1ccc(C(=O)N2CCCCC2)cc1)c1cccs1	-10%	nt	nt
O=C(CCC1CCCNC1)c1ccccc1 (configuration not stated)	-7%	nt	nt
Cc1ccnc(NC(=O)CNC(=O)c2ccc3c(c2)OCO3)c1	-6%	nt	nt
C=CCN1CCN(C(=O)c2c(-c3ccccc3)noc2C)CC1	-6%	nt	nt
Cc1ccccc1-n1ncc2c(SCC(=O)NC3CCCC3)ncnc21	-9%	nt	nt
Cc1nc(C)n(CCNS(=O)(=O)c2ccccc2)n1	-12%	nt	nt
CCOC(=O)c1ccc(NCCc2ccc(OC)c(OC)c2)c(N)c1	-9%	nt	nt
CCNC(=S)N1CCN(c2nc(CC)nc3sc4c(c23)CCCC4)CC1	-7%	nt	nt
CCOc1ccccc1N(CC(=O)Nc1ccccc1C(=O)N1CCCC1)S(C)(=O)=O	-1%	nt	nt
Cn1nccc1C(=O)NC1CCCc2c1cnn2-c1ccccc1F (configuration not stated)	-7%	nt	nt
Cc1ccc(Cl)cc1NC(=O)NCc1ccccn1	-12%	nt	nt
COc1ccnc(CS(=O)c2nc3cc(C(O)(F)F)ccc3[nH]2)c1OC (configuration not stated)	-4%	nt	nt
Brc1ccc(CN2CCN(Cc3c[nH]c4ccccc34)CC2)cc1	-6%	nt	nt
CCOc1ccc(N=Nc2ccc(O)c3ncccc23)cc1	-6%	nt	nt
CCc1ccc2[nH]c3nc(SCC(=O)NCC4CCCO4)nnc3c2c1 (configuration not stated)	-13%	nt	nt
O=C(Nc1ccc(Br)cc1)c1cccc(S(=O)(=O)Nc2ccccn2)c1	-1%	nt	nt
Cc1ccc(S(=O)(=O)Nc2c(Cl)c(Cl)c(O)c3ccccc23)cc1	-6%	nt	nt
O=C(Nc1cccc(NC(=O)c2cccc(Cl)c2)c1)c1cccnc1	-6%	nt	nt
CC(NC(=S)NC1CCCCC1)c1ccc(C(C)(C)C)cc1 (configuration not stated)	0%	nt	nt
O=[N+]([O-])c1ccc(O)c(-c2cc(C(F)(F)F)nc(-c3ccccc3)n2)c1	-2%	nt	nt
COc1ccc(OC)c(S(=O)(=O)Nc2cc(C)on2)c1	-9%	nt	nt
COc1ccc(Nc2cc3n(c(=O)n2)CCc2cc(OC)c(OC)cc2-3)cc1	-1%	nt	nt
COc1ccc(NC(=O)c2cccc(Oc3ccccc3)c2)cn1	-2%	nt	nt
O=C(Cc1ccc(Br)cc1)Nc1ccc(S(=O)(=O)Nc2ncccn2)cc1	-7%	nt	nt
C=C(C)CSc1nc2sc3c(c2c(=O)n1-c1ccc(OC)cc1)CCN(C)C3	3%	nt	nt
O=C(NCCOc1cccnc1)c1ccc(OC2CCN(Cc3ccccn3)CC2)cc1	-12%	nt	nt
COc1ccc(S(=O)(=O)Nc2ccc(F)c(F)c2)cc1C(=O)N1CCOCC1	-3%	nt	nt
COc1ccc(N2CCCn3c2nc2c3c(=O)n(CCCc3ccccc3)c(=O)n2C)cc1	nt	10%	-6%
O=C(Nc1cccnc1Oc1ncnc2cc(Cl)ccc12)c1ccc(F)cc1	-7%	6%	-1%
CC(C)CN1C(=O)/C(=C/c2c(N3CCc4ccccc4C3)nc3ccccn3c2=O)SC1=S	2%	3%	9%
CC1CCN(c2c(NCC3CCC(C(=O)NCCCc4ccccc4)CC3)c(=O)c2=O)CC1 (configuration not stated)	-7%	4%	5%
COCCNC(=O)c1cn(C(C)c2ccccc2F)nn1 (configuration not stated)	-9%	6%	-6%
CC1=NN(C(C#N)c2ccc([N+](=O)[O-])cc2)C(C)(C)C1 (configuration not stated)	-8%	-4%	-12%
COC(=O)c1ccc2c(=O)n(Cc3ccc4c(c3)OCO4)c(SCC(=O)N3CCCC3)nc2c1	-5%	3%	-4%
CC(C)(C)c1ccc(-c2nc(O)c(CC(=O)O)s2)cc1	-5%	6%	6%
O=C(N=Nc1c(O)n(C2OC(=O)c3ccccc32)c2ccccc12)c1ccco1 (configuration not stated)	-1%	3%	4%
CN1CCc2c(sc(NC(=O)c3ccc(S(=O)(=O)N4CCc5ccccc54)cc3)c2C(N)=O)C1	-27%	5%	-2%
O=C(C1CCN(c2ncnc3c2sc2cccc(F)c23)CC1)N1CCCC1	2%	4%	2%
C=C(C)C(=O)Nc1cccc(C2=NOC3(C2)C[C@@H](C(N)=O)N(C(=O)CCCCC)C3)c1 (some centres not stated)	12%	8%	3%
N=C1c2ccccc2CN1c1ccc(N2CCOCC2)c(S(=O)(=O)Nc2ccc(Cl)cc2)c1	4%	-1%	-7%
FC(F)(F)c1ccc(C2[C@H]3CN(Cc4ccc(-c5ccccc5)cc4)[C@H](c4ccccc4)C34CC2(c2ccccc2)C4)cc1 (some centres not stated)	-5%	3%	9%

The list goes on.
SMILES	LYP inhibition	P. falciparum M1AAP	M17LAP inhibition
CC12CCC(C(=Nc3ccc(N=C4C(=O)C5(C)CCC4C5(C)C)cc3)C1=O)C2(C)C	-6%	-3%	-7%
COc1ccc(C([O-])=Nc2ccc[n+](-c3nc4ccccc4nc3NS(=O)(=O)c3ccccc3)c2)cc1	4%	1%	9%
Cc1ccc(Nc2nc(N)nc(CCl)n2)c(C)c1	-5%	0%	0%
O=c1c2[nH]c3ccc(Br)cc3c2ncn1Cc1ccncc1	-10%	5%	7%
COc1cc2nc(CN3CCN(C(c4ccccc4)c4ccccc4)CC3)[nH]c(=O)c2cc1OC	0%	4%	4%
CCCCCCN(C(=O)CCCCCN1C(=O)NC(c2ccc(-c3ccccc3)cc2)C(C(=O)OCc2ccccc2)=C1C)C(C(=O)NCCCC)c1ccc(-c2ccccc2)cc1 (configuration not stated)	4%	-2%	-8%
COc1ccc(COC(=O)c2ccc3c(=O)n4c(nc3c2)CCC4)cc1F	1%	12%	3%
Fc1cccc(-n2c(-c3cccs3)nc3nc4ccccc4nc32)c1	-13%	4%	11%
Cc1cccc2cc(COC(=O)c3cccc([N+](=O)[O-])c3)c(=O)[nH]c12	-5%	4%	-2%
COc1ccc2c(c1)CC/C(=C\c1ccc(C)o1)C2=O	-5%	6%	-14%
O=C1C=CC(=O)N1c1ccc(Sc2ccc([N+](=O)[O-])cc2)cc1	-6%	7%	-6%
Nc1c(C(=O)Nc2ccccc2)sc2nc(-c3cccnc3)ccc12	-5%	4%	-6%
C(=N\Nc1nc2ccccc2[nH]1)/c1cccc2cccnc12	-2%	-6%	-2%
O=c1cc(CN2CCN(c3cccc(C(F)(F)F)c3)CC2)nc2sccn12	-5%	3%	-4%
[O-][n+]1onc2c1CCC(=N/O)/C2=N\Nc1ccccc1	0%	8%	3%
C#CCOCCOCCOCCNc1nc(N2CCN(C(=O)[C@H](CCCCN)n3cc(C(N)COC(=O)C(F)(F)F)nn3)CC2)nc(N2CCN(C(=O)[C@H](CCCCN)n3cc(C(N)CC(C)C)nn3)CC2)n1 (some centres not stated)	-22%	1%	-7%
CC(C)OCCCN1C=C2C(=O)C(C)(OC(=O)CCc3ccccc3)C(=O)C=C2C=C1c1ccc(C#N)cc1 (configuration not stated)	-1%	4%	-6%
CCOc1ccc(Nc2c3ccccc3nc3ccccc23)cc1	-1%	2%	-5%
COC(=O)C1=C(C(=O)OC)[C@@H]2Nc3ccccc3[C@@]23C[C@@H](C(=O)OC)N(C(=O)c2ccc(Br)cc2)C3=N1	-3%	-3%	-3%
Cc1ccc(O)c(C(=O)c2cnn(C(=O)COc3ccccc3C#N)c2)c1	-9%	1%	-2%
CCCCCCNC(=O)N[C@H](C(=O)NCCC[C@H]1CN2C(=NC[C@H]2C)N1CCC(c1ccccc1)c1ccccc1)C(C)O (some centres not stated)	-5%	8%	-1%
CCCc1ccc(C(=O)NNc2cc(Cl)ccc2Cl)cc1	-2%	0%	-4%
COc1ccc2[nH]c(C(=O)Nc3ccccc3Cl)cc2c1	-5%	8%	-2%
c1ccc(CSc2nnc3c4ccccc4c4ccccc4c3n2)cc1	6%	-6%	-8%
CNC(=O)c1c(NC(=O)c2cc(-c3cc(C)c(C)cc3O)n[nH]2)sc2c1CCCC2	-2%	12%	5%
Cc1ccc(S(=O)(=O)c2c[nH]c3cc4c(cc3c2=O)OCO4)cc1	4%	-6%	23%
O=C(Nc1ccc(N2CCOCC2)cc1Cl)C1CCN(C(=O)OCc2ccccc2)CC1	-5%	0%	8%
O=C(c1ccc2c(c1)N(Cc1ccccc1F)C(=O)c1ccccc1S2)N1CCOCC1	-6%	6%	-7%
Cc1ccc(NS(=O)(=O)c2cccc(C(=O)Nc3c(C)n(C)n(-c4ccccc4)c3=O)c2)cc1	0%	4%	2%
COc1ccc(Cn2c(C3CCCCC3)nc3c(c(=O)c4ccccc4n3C)c2=O)cc1	-5%	-2%	4%

As entered above:
Cc1ccc(S(=O)(=O)c2c[nH]c3cc4c(cc3c2=O)OCO4)cc1 in M17LAP inhibition reads 23%
COc1ccc(Cn2c(C3CCCCC3)nc3c(c(=O)c4ccccc4n3C)c2=O)cc1 in M17LAP inhibition reads 4%
CCOc1ccc(Nc2c3ccccc3nc3ccccc23)cc1 in P. falciparum M1AAP reads 2%
Cc1ccc(NS(=O)(=O)c2cccc(C(=O)Nc3c(C)n(C)n(-c4ccccc4)c3=O)c2)cc1 in LYP inhibition reads 0%

(listing goes on)
SMILES	LYP inhibition	P. falciparum M1AAP	M17LAP inhibition
Cc1[nH]c2ccccc2c1CCCO	-8%	0%	-5%
C/C(=N\NC(=O)c1ccc2nc[nH]c2c1)c1ccc([N+](=O)[O-])cc1	-2%	-3%	-14%
CC1(C)Cc2c(sc(NC(=O)COc3cccc4ccccc34)c2C#N)C(C)(C)N1	-16%	3%	7%
Cc1ccc(NCC(=O)N=Nc2c(O)[nH]c3ccc([N+](=O)[O-])cc23)cc1	-2%	9%	3%
NCc1c(O)ccc2ccccc12	-8%	1%	2%
O=C(Nc1ccc(F)cc1)Nc1ccc(NC(=O)c2ccccc2O)cc1	-6%	3%	9%
Cn1c(=O)c2[nH]c(SCc3ccccn3)nc2n(C)c1=S	-6%	0%	-1%
O=C(Nc1ccc(F)c([N+](=O)[O-])c1)c1ccc2c(c1)C(=O)OC2=O	0%	-1%	2%
CCCCc1nnc(NC(=O)COc2ccc3c(C)cc(=O)oc3c2)s1	-10%	-2%	4%
Cn1c(=NC(=O)COc2ccccc2)sc2cc(F)cc(F)c21	-4%	2%	-5%
O=[N+]([O-])c1cccc(-c2nnc3ccccn23)c1	0%	4%	0%
COC(=O)C1=C(Nc2ccccc2NC(=O)c2ccccc2C(=O)O)CSC1	-11%	6%	16%
Cc1ccc(NC(=O)c2ccc3ncsc3c2)cc1S(=O)(=O)N(C)C	4%	8%	10%
Oc1ccccc1-c1cc(C(F)(F)F)[nH]n1	0%	7%	11%
Cc1ccc(C=C2C(Cl)=C(Cl)C(Cl)=C2Cl)cc1	9%	12%	24%

The list goes on, starting with the last two of the part before.
SMILES	LYP inhibition	P. falciparum M1AAP	M17LAP inhibition
Oc1ccccc1-c1cc(C(F)(F)F)[nH]n1	0%	7%	11%
Cc1ccc(C=C2C(Cl)=C(Cl)C(Cl)=C2Cl)cc1	9%	12%	24%
COC(=O)[C@H](C)NC(=O)NCc1ccccc1	-8%	6%	1%
CCOC(=O)/C=C(\C)Sc1cc(O)c2ccccc2c1O	-2%	15%	19%
O=C(Nc1ccc(-c2csc(Nc3ccc(Cl)cc3)n2)cc1)c1cccc(C(F)(F)F)c1	-3%	3%	-6%
O=C(CN1CCN(C(=O)c2ccco2)CC1)N1CCc2[nH]c3ccccc3c2C1	-11%	-4%	-2%
CC1CC(OC(=O)CN2CCCCC2)CC(C)(C)C1 (configuration not stated)	-10%	10%	2%

These rows are one share of the data (hit frequency here may not be typical).
